# ERK EGF inh – inhibitors of EGF-stimulated ERK signaling pathway; HEK293-V1b, EGF-stimulated phospho-ERK AlphaScreen; Potency, µM (doses to about 11.5 µM), for the others: top-dose activity change, negative = inhibition, actives largely listed as inhibitors; actives 0.41% (n = 130,000); AID 1454; active = well fitted inhibition curve with a large enough effect; inconclusive = small, poorly fitted or top-dose-only effect, or effect the other way;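 note: plate controls were stimulated vehicle wells for no effect and unstimulated vehicle basal for full effect; nearly all actives have a fitted effect of over 55% in size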
#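 Stably V1b-transfected HEK293 cells; 30 min compound, then EGF 25 nM final for 5 min at 37C; 10 min lysis; phospho-ERK by AlphaScreen after 5 hr beads at room temperature.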
# * marks the source's active call; other numbers are inactive results; u = inconclusive; [ ] = another dose, or the depositor's remark. Potency is the fitted concentration of half-maximal effect.
ERK EGF inh | SMILES
25% | CCOC(=O)c1c(NC(=O)Cn2nc(C(F)(F)F)cc2C)sc(C)c1C
5% | Cc1[nH]c2ccccc2c1/C=N/NC(=O)c1cccc(S(=O)(=O)Nc2ccccc2Cl)c1
1% | O=S(=O)(NCC(Nc1ccc(Cl)cc1)c1ccccc1)c1ccccc1 (stereo not drawn)
-1% | COc1ccc(-c2nnc(SCC(=O)N(C)C3CCS(=O)(=O)C3)n2N)cc1OC (stereo not drawn)
-1% | O=C(N/N=C\c1cccnc1)c1cc(-c2ccc(Cl)s2)[nH]n1
6% | COc1ccc(Cl)cc1N(CC(=O)N/N=C/c1ccc(OC(C)C)cc1)S(=O)(=O)c1ccc(C)c([N+](=O)[O-])c1
-2% | O=C(N/N=C/c1nn(-c2ccccc2)cc1-c1ccccc1)c1ccncc1
-4%[57.5 µM] | N/C(=N\S(=O)(=O)c1cc(C(F)(F)F)cc(C(F)(F)F)c1)c1cccs1
u | CN1CCS/C1=C/C=C1/SC(=S)N(Cc2ccccc2)C1=O
1% | Cc1c(N=C2N=C(NC(=O)c3cccs3)c3ccccc32)c(=O)n(-c2ccccc2)n1C
5% | COc1cc(/C=C2\SC(=Nc3ccc(F)cc3)N(c3ccc(F)cc3)C2=O)ccc1OCC(=O)O
-8% | CC1CCCN(CCCNC(=O)c2cc3c(Cl)nc4ccccc4c3s2)C1 (stereo not drawn)
-7% | CCOC(=O)CNC(=O)CSc1cc(C)nc2ccc(OC)cc12
-10% | OC(COc1ccccc1)CN1CCN(Cc2ccc3c(c2)OCO3)CC1 (stereo not drawn)
-4% | COc1ccc(/C=N/NC(=O)c2ccc(N)cc2)cc1Cn1cc([N+](=O)[O-])cn1
-13% | O=C(CSc1ccc(-c2ccco2)nn1)Nc1ccccc1
-2% | CNC(=O)COc1ccc(Cl)c2cccnc12
10% | NC(=O)CSc1nnc(-c2ccc3c(c2)OCO3)o1
u | Cc1nc(N)nc(N)c1/C=C/C(C)(C)c1ccc(Cl)cc1
-3% | CC(=O)OCC(=O)[C@]1(O)C(OC(C)=O)CC2C3CCC4=CC(=O)C=C[C@@]4(C)[C@]3(F)C(O)C[C@]21C (stereo partly drawn)
-2% | CN(C(=O)COC(=O)c1ccc2c(=O)n3c(nc2c1)CCC3)C1CCS(=O)(=O)C1 (stereo not drawn)
10% | COc1ccc(NS(=O)(=O)CC(C)C)c(OC)c1
7% | Cc1cc(Cl)ccc1NC(=S)N1CCN(Cc2ccccc2)CC1
u | Cc1ccc(OCCn2cnc3cc([N+](=O)[O-])ccc3c2=O)cc1
38% | COc1ccc(-c2nsc3c(SCc4ccccc4)ncnc23)cc1
1% | O=C(O)CN1CCN(c2ncc(C(F)(F)F)cc2Cl)CC1
u | CC(=O)N/N=C/c1cc([N+](=O)[O-])ccc1OCCOc1ccccc1
12% | Cc1cc(C)nc(NS(=O)(=O)c2ccc(NC(=O)c3ccc(S(=O)(=O)N4CC(C)OC(C)C4)cc3)cc2)n1 (stereo not drawn)
9% | CCOc1ccccc1C(=O)NCC(=O)OCc1c(C)noc1C
1% | CCOC(=O)c1cc2c(ccn2C)n1CC(=O)N(Cc1ccccc1)c1ccccc1
-4%[57.5 µM] | CCCNc1nc(C)cc(-c2cc(C(=O)NCc3ccccc3)on2)n1
-3% | Cn1nc(C(=O)OCc2ccc(F)cc2)c2ccccc2c1=O

# Filtered by structure, the compounds so far containing four or more nitrogen atoms (10)
ERK EGF inh | SMILES
5% | Cc1[nH]c2ccccc2c1/C=N/NC(=O)c1cccc(S(=O)(=O)Nc2ccccc2Cl)c1
-1% | COc1ccc(-c2nnc(SCC(=O)N(C)C3CCS(=O)(=O)C3)n2N)cc1OC (stereo not drawn)
-1% | O=C(N/N=C\c1cccnc1)c1cc(-c2ccc(Cl)s2)[nH]n1
6% | COc1ccc(Cl)cc1N(CC(=O)N/N=C/c1ccc(OC(C)C)cc1)S(=O)(=O)c1ccc(C)c([N+](=O)[O-])c1
-2% | O=C(N/N=C/c1nn(-c2ccccc2)cc1-c1ccccc1)c1ccncc1
1% | Cc1c(N=C2N=C(NC(=O)c3cccs3)c3ccccc32)c(=O)n(-c2ccccc2)n1C
-4% | COc1ccc(/C=N/NC(=O)c2ccc(N)cc2)cc1Cn1cc([N+](=O)[O-])cn1
u | Cc1nc(N)nc(N)c1/C=C/C(C)(C)c1ccc(Cl)cc1
12% | Cc1cc(C)nc(NS(=O)(=O)c2ccc(NC(=O)c3ccc(S(=O)(=O)N4CC(C)OC(C)C4)cc3)cc2)n1 (stereo not drawn)
-4%[57.5 µM] | CCCNc1nc(C)cc(-c2cc(C(=O)NCc3ccccc3)on2)n1

# (continued)
ERK EGF inh | SMILES
5% | O=S(=O)(Cc1ccccc1)NCC1CCCN(Cc2ccc(F)c(F)c2)C1 (stereo not drawn)
0%[57.5 µM] | C=C1SC(Nc2c(C)cccc2C)=NC12CCCCC2
-7% | O=C(Nc1ccc(-c2cn3ccccc3n2)cc1)c1ccco1
5% | COC(=O)c1ccc(NC(=O)CSC2=NC(=O)C(c3ccccc3)C(=O)N2)cc1 (stereo not drawn)
-9% | O=C(COc1ccc([N+](=O)[O-])cc1)Nc1cc(C(=O)O)cc(C(=O)O)c1
1% | FC(F)(F)COc1ccc(-n2ccnc2)nn1
5% | Cc1ccc(C(=O)N2CCN(c3ccc(NC(=S)NC(=O)c4cccs4)cc3)CC2)cc1
-10%[57.5 µM] | O=C1Nc2ccccc2/C1=C/c1cnc(-c2ccccc2)[nH]1
4% | O=C(NCc1ccco1)C(c1ccccc1)N(C(=O)Cc1cccs1)c1cccnc1 (stereo not drawn)
-1% | Cc1c(Cl)c(=O)oc2cc(OCC(=O)NCc3cccs3)ccc12
2%[57.5 µM] | NC(=O)/C(=C/c1ccco1)C(N)=S
2% | Cc1ccc(OCC(=O)c2cc(C)n(-c3ccccc3)c2C)c([N+](=O)[O-])n1
0% | N[C@H](C(=O)O)C1[C@H](C(=O)O)[C@H]1C(=O)O (stereo partly drawn)
-12% | Cc1cc(S(=O)(=O)NCc2ccccc2)ccc1OCC(=O)NCC1CCCO1 (stereo not drawn)
0% | COCCSc1nc2c(c(=O)[nH]c(=O)n2C)n1Cc1cccc(C)c1
1% | N#CC(C(=O)NC1CCCCC1)=C1CCCCCC1
u | CSc1ccc(/C=N/N2CCN(Cc3ccccc3)CC2)cc1
-3% | Cc1cccc(NC(=O)CS(=O)(=O)c2cn(CC(=O)N3CCOCC3)c3ccccc23)c1
-13%[57.5 µM] | CCO[C@@H]1OC(C(=O)NCc2ccccc2)=C[C@H](C(C)(C)C)[C@H]1CCCO
8%[57.5 µM] | Cc1cc(Br)ccc1SCC(=O)OC/C(O)=C(\C#N)c1nc2ccccc2[nH]1
1% | Cc1ccc(S(=O)(=O)Nc2cc(C(F)(F)F)ccc2N2CCOCC2)c(C)c1
-3% | S=C(Nc1ccc(Cl)cc1)N(CCCN1CCOCC1)Cc1cccs1
1% | NC(=O)CC[C@@H]1NC(=O)[C@H](Cc2ccccc2)NC(=O)[C@H](Cc2ccc(O)cc2)NC(=O)[C@@H](N)CSSC[C@@H](C(=O)N2CCC[C@H]2C(=O)N[C@@H](CCCN=C(N)N)C(=O)NCC(N)=O)NC(=O)[C@H](CC(N)=O)NC1=O
-26% | COc1ccc2[nH]c(=O)c(CN(CCO)S(=O)(=O)c3ccc(C)cc3)cc2c1
0% | CNC(=S)N(Cc1cc2cc(C)cc(C)c2[nH]c1=O)C1CCCC1
5% | COc1ccc2[nH]c3c(=O)n(Cc4ccc(C(=O)N5CCC(C(N)=O)CC5)cc4)c(=S)[nH]c3c2c1
-7% | Cc1ccc2c(c1)c(=O)c(Br)c(C)n2Cc1ccccc1
11% | Cc1cc(=S)c2cccc(C)c2[nH]1
0%[57.5 µM] | COCCNS(=O)(=O)c1ccc(-c2ccc(S(=O)(=O)NCCOC)cc2)cc1
-1% | CCC1CCC(c2nnc(-c3ccc(Br)cc3)o2)CC1 (stereo not drawn)
6% | COc1c(Cl)cc(Cl)cc1CNCc1ccccc1
2%[25.7 µM] | C[C@@H](COc1ccccc1)N(CCCl)Cc1ccccc1

# A stretch of the results above, for reference:
ERK EGF inh | SMILES
0% | CNC(=S)N(Cc1cc2cc(C)cc(C)c2[nH]c1=O)C1CCCC1
5% | COc1ccc2[nH]c3c(=O)n(Cc4ccc(C(=O)N5CCC(C(N)=O)CC5)cc4)c(=S)[nH]c3c2c1
-7% | Cc1ccc2c(c1)c(=O)c(Br)c(C)n2Cc1ccccc1

# (continued)
ERK EGF inh | SMILES
-1% | Cc1ccc(C(=O)C[n+]2ccc(Cc3ccccc3)cc2)cc1
2% | CCOC(=O)c1sc(-c2ccc(F)cc2)cc1NC(=O)Nc1ccccc1OC
-1% | Cc1ccc(C(=O)C2Oc3ccccc3C3CC(c4ccc(C)cc4)=NN23)cc1 (stereo not drawn)
9% | COCCn1cnnc1SCC(=O)Nc1cccc(S(=O)(=O)N2CCCCCC2)c1
-9% | COc1cccc(C=NC=Nc2cccc(OC)c2)c1
0% | COc1ccc(CCc2nnc(CCC(=O)NCc3cnn(-c4ccccc4C)c3)o2)cc1
5%[57.5 µM] | COCCN1C=C2C(=O)C(C)(OC(=O)CCC(=O)OC)C(=O)C=C2C=C1C1CC1 (stereo not drawn)
9% | COC(=O)c1c(C)[nH]c(O)c1C=Nc1ccc(C#N)cc1
4% | CC(=O)N1CCN(C(=O)c2ccc(Oc3ccccc3)cc2)CC1
0% | O=C(Nc1ccccc1F)c1ccc(Br)o1
-1% | CC1CCN(S(=O)(=O)c2cccc(C(=O)Oc3ccc([N+](=O)[O-])cc3)c2)CC1
-6%[57.5 µM] | Cc1nn(Cc2nnc(SCC(=O)Nc3cccc(C(F)(F)F)c3)n2C)c(C)c1[N+](=O)[O-]
-5% | CCOC(=O)N1CCN(C(=O)CSCC(=O)Nc2nc(-c3cccs3)cs2)CC1
3%[57.5 µM] | Cc1c(/C=N/O)sc2ccccc12
0% | Cc1cccc(NC(=O)CC2c3ccccc3Oc3ccccc32)c1
-4% | NC(=O)NNC1=Nc2cccc3cccc1c23
9%[57.5 µM] | C[n+]1cccc(/C=N/Nc2nc(Cl)c(C#N)c(Cl)c2Cl)c1
4% | COc1ccc(/C=C/C(=O)N[C@H](C(=O)O)C(C)C)cc1
u | Cc1ccc(SCCC(=O)OCC(=O)Nc2ccc(S(N)(=O)=O)cc2)cc1
3% | CCCC[C@@H]1C[C@H]1C(NC(=O)c1ccccc1)c1ccccc1C(F)(F)F (stereo partly drawn)
16%[57.5 µM] | Cc1nccn1CC(=O)N/N=C/c1cc(Br)cs1
-7% | CCOC(=O)Cc1csc(NC(=O)C(C)c2ccc([N+](=O)[O-])cc2)n1 (stereo not drawn)
-5%[57.5 µM] | CCc1ccc(Nc2nnc(SCC(=O)N(C)C3CCS(=O)(=O)C3)s2)cc1 (stereo not drawn)
u | Cc1cnc(C(=O)OCC(=O)NC2CCCCCCC2)cn1
9% | COCCn1c(SC(C)C(=O)Nc2ccc(Cl)cn2)nnc1-c1ccncc1 (stereo not drawn)
18% | CN1C2CC(OC(=O)C(CO)c3ccccc3)CC1C1OC12 (stereo not drawn)
-3% | O=C(N/N=C/c1ccccn1)C12CC3CC(CC(C3)C1)C2
1% | CC1CCC2(CC1)NC(=O)N(Cc1cccc(C(F)(F)F)c1)C2=O (stereo not drawn)
2% | CC(NC(=O)c1ccc(F)cc1)c1ccc(F)cc1 (stereo not drawn)
u | COc1ccc(CCNC(=O)CSc2nc3[nH]ncc3c(=O)[nH]2)cc1OC
31% | CCOC(=O)C1=C(CN2CCSCC2)NC(=O)NC1c1cccc([N+](=O)[O-])c1 (stereo not drawn)
5% | COc1ccccc1/C=N/NC(=O)c1ccccc1Cl
1%[57.5 µM] | COc1ccc(/C=C2\SC(=O)N(CC(=O)NCCC(C)C)C2=O)cc1OC
-9%[57.5 µM] | COc1ccc(/C(C)=N\NC(=O)C(c2ccncc2)N2CCOCC2)cc1 (stereo not drawn)
0% | Cc1ccc(C)c(OCC(=O)Nc2cc(C(=O)O)cc(C(=O)O)c2)c1
-10% | CCOC(=O)C1=C(O)C(=O)N(Cc2cccnc2)C1c1ccc(OC)cc1 (stereo not drawn)
-3%[57.5 µM] | O=C(/C=C/c1ccco1)Nc1scc(-c2ccccc2)c1C(=O)O
-4% | Cn1c(N)c(C(=O)COC(=O)CN2C(=O)c3ccccc3C2=O)c(=O)n(C)c1=O
0% | CSc1cccc(NC(=O)C(C)C)c1
0%[57.5 µM] | Cc1ccc(NC(=O)c2cc(C(C)(C)C)nn2Cc2ccccc2)cc1
4% | O=C(N/N=C1\CCSc2ccc(F)cc21)c1cccnc1
5% | O=c1c(-c2ccccc2)nc2cnc(N3CCNCC3)nc2n1C1CC1
4% | Cc1ccc(CN(C)CC(=O)Nc2ccc3c(c2)CCC3)cc1
2% | Nc1ccc2c3c(cccc13)C(=O)N(c1ccccc1)C2=O
3% | Cc1nc(N)nc(Cl)c1Cc1ccc(Cl)cc1
16% | COc1cc(SC)ccc1C(=O)N1CCN(c2ccccc2)CC1
3% | CC(C(=O)N1CCCC1)c1ccc([N+](=O)[O-])cc1 (stereo not drawn)
-1% | COc1ccc(S(=O)(=O)Nc2ccccc2OC)cc1NC(=O)Cc1cccs1
0% | CC(=O)Nc1ccc(NC(=O)COC(=O)c2ccccn2)cc1
-12%[57.5 µM] | OCCN1CNC(=S)NC1
-6% | COc1ccc(NC(=O)Nc2ccc(F)cc2F)cc1
-3% | COc1ccccc1Oc1ccc(N/C=C2/CCCC2=O)cc1
-3% | CCCCC1(C(=O)OCC)CC(CSC(=N)N)OC1=O (stereo not drawn)
3% | CCOc1cc(N2CCOCC2)c(OCC)cc1NC(=O)COC(=O)c1cc2ccccc2cc1O
u | COc1ccccc1N1C(=O)C2C(C(=O)c3ccccc3)=NN(c3ccc(C)cc3)C2C1=O (stereo not drawn)
-3% | NC(=O)c1ccc(NC(=O)Cc2csc(-c3ccccc3)n2)cc1
1% | Cc1nn(-c2ccccc2)c(N2CCCC2)c1/C=N/NC(=O)c1cc(-c2cccnc2)nc2ccccc12

# Screening results from PubChem BioAssay.

# Some of the compounds tested, so the mix of outcomes need not match the whole.
